Cav32 inh = Cav3.2 calcium influx blockers – cell-based, Fluo-4 calcium fluorescence, FDSS, MLSMR library, primary screen. Voltage-dependent T-type calcium channel subunit alpha-1H (Homo sapiens), O95180. Cav3.2-expressing cells; stronger effect = lower value. B-score at 10 µM. actives 4% (n = 100,000). AID 449739, 2010;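 active means single-dose well whose peak fluorescence ratio is a statistical outlier from its plate by either plate-standardised score or position-corrected B-score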
Numbers without * were called inactive.

SMILES | Cav32 inh
COc1ccc(N/C(N)=N/c2nc(CSc3ccc(C)cc3)cc(=O)[nH]2)cc1 | 0.0198
Cc1ccc(C2NC(=O)c3c(sc4c3CCN(C)C4)N2)o1 (stereo not given) | -0.0779
Cc1ccccc1Cn1ccc(-c2ccc3c(c2)OCO3)n1 | -3.03
C#CCOCCOCCOCCNc1nc(N2CCN(C(=O)[C@H]([C@@H](C)CC)n3cc([C@@H](N)CO)nn3)CC2)nc(N2CCN(C(=O)[C@H]([C@@H](C)CC)n3cc([C@@H](N)CC(C)C)nn3)CC2)n1 | 0.089
O=C(Nc1nccs1)c1ccc(COc2ccc(Cl)cc2)o1 | 0.0814
CCC(C)(C)NC(=O)Cc1ccc(OC)c(OC)c1 | 0.729
NC(=O)CC(NC(=O)c1ccccc1)c1ccc(NC2CCCC2)c([N+](=O)[O-])c1 (stereo not given) | 0.381
Cc1ccc(C2CCN(C(=O)Nc3ccccc3)C2)cc1 (stereo not given) | -3.58
COc1ccc(NC(=O)COC(=O)[C@@H]2CCCN2C(=O)c2cccs2)cc1 | 0.0601
O=C(NCCO)c1cccc(Cl)c1 | 0.24
CCc1nnc(NC(=O)CC(CN(C)S(=O)(=O)c2ccccc2)c2ccccc2)s1 (stereo not given) | -6.88*
COC(=O)c1cc(Br)c(=O)n(CCN(C(C)C)C(C)C)c1 | -0.0421

The results go on.
SMILES | Cav32 inh
Cc1ccc(NC(=O)C2CCN(S(=O)(=O)c3c(C)[nH]c(=O)[nH]c3=O)CC2)cc1 | 0.352
C#Cc1ccc([C@H]2C=C(C(=O)NC3CC3)O[C@@H](OCC)[C@@H]2CCCO)cc1 | 1.07
O=C(COC(=O)CCc1nc2ccccc2s1)Nc1ccc(S(=O)(=O)N2CCOCC2)cc1 | -1
CCOC(=O)c1ccc(NC(=O)CSc2nc(NC(=O)c3ccccc3)c3c(C)c(C)oc3n2)cc1 | -1.83
C/C(CC(O)c1ccc2ccccc2n1)=N/O (stereo not given) | 0.146
COCC(=O)Nc1sc2c(c1C(=O)OC)CCCC2 | 0.0413
CN1CCN(C2=Nc3ccccc3Oc3ccc(Cl)cc32)CC1 | 0.0652
CCCCn1c(CNC(=O)CC)nc2ccccc21 | -0.0206
N#CCc1ccc(NC(=O)Nc2cccc(Cl)c2)cc1 | -0.168
OCCOCCn1c(C(CO)Nc2nc(-c3ccc(F)cc3)cs2)nc2ccccc21 (stereo not given) | 0.0214
O=C1N=C2SCCN2/C1=C\c1ccccc1Cl | 1.63
O/N=C1\CC/C(=N\O)c2nn(-c3ccccc3Cl)nc21 | -1.71

Next part
SMILES | Cav32 inh
c1ccc(-c2cc3c(nn2)CCc2nonc2-3)cc1 | 0.317
Cc1cc(NS(=O)(=O)c2ccc(NC(=O)c3ccco3)cc2)nc(C)n1 | 0.0455
O=C(CCSc1ccccc1)N1CCOCC1 | 0.903
COc1ccc(CC(NC(C)=O)C(=O)N2CCN(C(=O)Nc3ccc(Cl)cc3)CC2)cc1OC (stereo not given) | 0.395
CCOc1ccccc1N(CC(=O)OC)S(C)(=O)=O | -0.025
COc1ccc(CN(CC(=O)NCC2CCCO2)C(=O)CNS(=O)(=O)c2ccc(C)cc2)cc1 (stereo not given) | -0.229
O=C(N/N=C1\CCCc2ccccc21)c1ccc([N+](=O)[O-])cc1 | 0.0205
O=C(CC1SC2=NCCN2C1=O)Nc1ccccc1 (stereo not given) | 0.352
CCc1ccc(C(=O)NC2CCCCC2)s1 | -0.405
C(=C\c1ccccc1)/CSc1nnc(-c2ccccc2)n1Cc1ccco1 | -5.81*
CC(C)NC(=O)N(O)C1N(Cc2ccc3c(c2)OCO3)C(=S)SC1(C)C (stereo not given) | 0.563
Cc1ccccc1S(=O)(=O)Cc1ccc(C(=O)N2CC(C)CC(C)C2)o1 (stereo not given) | 0.0378

(continued)
SMILES | Cav32 inh
CS(=O)(=O)N1CCCC(C(=O)NCc2ccco2)C1 (stereo not given) | 0.859
CCN(CC)S(=O)(=O)c1ccc(-c2nnc(SC)o2)cc1 | 0.499
COc1cccc(-n2nnnc2SCC(=O)c2ccc(NC(C)=O)cc2)c1 | -0.204
CC(C)CNC(=O)c1cccc(NC(=O)c2ccc(NC(=O)c3ccco3)cc2)c1 | -2.8
CC(=O)Nc1ccc(Cl)c(C(N)=O)c1 | -2.63
COc1ccc(Br)cc1S(=O)(=O)N(CC(=O)N1CCOCC1)c1ccccc1 | 0.046
Cc1noc(C)c1S(=O)(=O)N(CC(=O)N1CCc2ccccc21)c1ccc(C(C)C)cc1 | -1.1
CCN(CC)CC(=O)N1c2ccccc2Sc2ccc(Cl)cc21 | -0.38
COc1ccccc1CN1CC(C(=O)NC2CCCCC2)CC1=O (stereo not given) | 0.0362
CN(C)C(=O)c1ccc(-n2nc(C(F)(F)F)c3c2CCCC3)cc1 | 0.832
Cc1sc2nc3c(C(=O)N4CCN(c5ccccn5)CC4)cccn3c(=O)c2c1C | 0.786
Cc1ccc(/C(N)=N/OC(=O)N2CCOCC2)cc1 | 0.195

Later entries.
SMILES | Cav32 inh
CC(=O)c1sc(NC(=O)c2cc3c(C)nn(-c4ccccc4)c3s2)nc1C | 0.45
COc1ccc(Cl)cc1NC(=O)N(C)Cc1c(C)nn(C)c1C | -1.15
O=C(c1oc(=O)c2ccccc2c1-c1ccccc1)N1CCC(O)CC1 | 0.298
Cc1ccc(C)c(NS(=O)(=O)c2ccc(OCC(=O)NCc3ccco3)cc2)c1 | -2.17
Cc1cc(C(=O)NC(C)C2CCCO2)cs1 (stereo not given) | 0.308
COc1ccc2c(c1OC)C(=O)N1C(C(=O)O)Cc3c([nH]c4ccccc34)C21 (stereo not given) | -0.137
O=c1cc(CO)oc(C(Nc2ccccn2)c2ccsc2)c1O (stereo not given) | 1.2
Cc1ccc(C)c(NC(=O)c2cc3c([nH]c4ccccc43)c(C)n2)c1 | -0.715
CCOC(=O)COc1cc(Br)c(C2NC(=O)NC(C)=C2C(C)=O)cc1OCC (stereo not given) | 0.881
O=C(O)c1cccc(S(=O)(=O)Nc2ccc3c(c2)OCO3)c1 | -1.44
Cc1ccc2c(SCC(=O)NCc3ccco3)nc(-c3ccc(F)cc3)nc2c1 | 0.0248
Cc1ccc(S(=O)(=O)N2CCCC(C(=O)NCc3cccnc3)C2)cc1Cl (stereo not given) | -0.00437

(listing goes on)
SMILES | Cav32 inh
Cc1cccc(N2CCN(C(=O)C3CCN(c4nnc(-n5cccc5)s4)CC3)CC2C)c1 (stereo not given) | -1.97
C#CCSc1nnc(C)c(C)n1 | 0.421
N#Cc1nc(COc2ccccc2)oc1N1CCC(Cc2ccccc2)CC1 | -5.62*
COc1ccc(OC)c(NC(=O)Cn2cc(C#N)c3cc(Br)ccc32)c1 | -0.787
Clc1cccc(Cl)c1CNC1CCCC1 | 0.202
COc1ccc(-n2c(SCC(N)=O)nc3sc4c(c3c2=O)CCN(C)C4)cc1 | 0.254
CC(=O)Nc1ccc(S(=O)(=O)NCCN2CCOCC2)cc1 | -1.59
CN1C(=O)c2ccc(S(=O)(=O)c3ccc(C(=O)O)cc3)cc2C1=O | 0.464
Cc1ccccc1NC(=O)C1Cc2ccccc2C(=O)O1 (stereo not given) | 0.79
CCN(CC)c1ccc(-n2cc3c(=O)n(C)c(=O)n(C)c3c2)cc1 | -0.415
CC(C)=CCC/C(C)=C/CC/C(C)=N/O | -0.617
CCc1ccccc1NC(=O)C1C(c2ccccc2)C1(Cl)Cl (stereo not given) | -7.6*

More entries.
SMILES | Cav32 inh
OCCn1c(Cl)nc2ccccc21 | -0.343
Cc1cccc(N(C(=O)CCC(=O)Nc2ccccn2)C(C(=O)NC(C)C)c2ccc(O)cc2)c1 (stereo not given) | -0.267
O=C(Cn1[nH]c(=O)c2ccccc2c1=O)N1CC=C(c2ccccc2)CC1 | -0.249
O=C(COc1cccc2cccnc12)NCC(F)(F)F | 0.812
O=C(Cn1nnc(-c2ccccc2NC(=O)c2ccccc2F)n1)NCc1ccco1 | 0.00392
O=C(Nc1nnc(C2CCCO2)s1)c1cccs1 (stereo not given) | 1.68
O=C1NCCCC2c3cc(O)c4ccccc4c3OC12N1CCCCC1 (stereo not given) | 0.37
Cc1cccc2cc(CN(CC3CCCO3)C(=O)NC3CCCCC3)c(=O)[nH]c12 (stereo not given) | -0.199
CCOC(=O)CC(=O)Nc1c(C)cc(C)cc1C | 0.491
C=CCOc1nc2c(c(=O)n(C)c(=O)n2C)n1C | 0.693
CC1=C(c2ccc(C)cc2)S(=O)(=O)N(CC(=O)O)C1=O | 0.0114
O=C(Cn1c(=O)oc2cc(S(=O)(=O)N3CCCC3)ccc21)N1CCN(C2CCCCC2)CC1 | 0.0977

Next compounds.
SMILES | Cav32 inh
Cc1ccc(C(=O)Nc2sc(C)c(-c3ccccc3)c2C(N)=O)cc1[N+](=O)[O-] | -1.99
Cc1ccc(N(CCC#N)C(=O)CSc2ccc3c(c2)OCCO3)cc1 | -1.14
COc1cc(C(CCN2CCN(c3ccccc3)CC2)c2c(OC)cc(OC)c3ccc(=O)oc23)cc(OC)c1OC (stereo not given) | -0.00566
CC(C)C[C@H](NC(=O)c1[nH]cnc1C(=O)N[C@H](C)c1ccccc1)C(=O)OC(C)(C)C | 0.473
COc1c(Cl)cc(Cl)cc1C(=O)Nc1ccccc1N1CCN(C(C)=O)CC1 | -0.0526
CC(=O)Nc1ccc(S(=O)(=O)NC2(C(F)(F)F)NC(=O)N(c3ccc(Cl)cc3)C2=O)cc1 (stereo not given) | 0.0437
CCOc1cc(NC(=S)Nc2cccc(OC)c2)c(OCC)cc1NC(=O)c1ccc(C)cc1 | 0.00735
CCOc1ccccc1N(C)C(=O)C1CCN(S(=O)(=O)c2cccc3nonc23)CC1 | 0.662
Cc1c(NC(=O)c2ccc(F)cc2)c(=O)n(-c2ccccc2)n1C | 0.394
CCOC(=O)N1CCN(C(=O)CCc2c(C)nc3nc(C)nn3c2C)CC1 | 0.59
Cc1ccc(NC2=NC(c3ccccc3)n3c(nc(C)cc3=O)N2)c(C)c1 (stereo not given) | -0.742
Cn1c(-c2ccc3c(c2)OCO3)cnc1NCc1cccc(Cl)c1 | -4.77*

Single entries from the entries so far:
`COc1cc(C(CCN2CCN(c3ccccc3)CC2)c2c(OC)cc(OC)c3ccc(=O)oc23)cc(OC)c1OC` (stereo not given) in Cav32 inh is entered as -0.00566
`Cc1ccc(N(CCC#N)C(=O)CSc2ccc3c(c2)OCCO3)cc1` in Cav32 inh is entered as -1.14

Later entries
SMILES | Cav32 inh
CC1CCc2nn(CC(=O)NCCC3=CCCCC3)cc2C1 (stereo not given) | -1.27
O=S(=O)(NCc1ccc2c(c1)OCO2)c1cccc2cccnc12 | -1.64
Cc1ccc(NC(=O)CCn2c(=O)oc3ccccc32)cc1 | 0.439
O=C(c1ccco1)N1CCN(C(=O)c2cnn3cccnc23)CC1 | 0.853
c1cn2c(NC3CCCC3)c(-c3ccc(N4CCOCC4)cc3)nc2cn1 | -0.581
COC1=C(C)C(O)=C(C(=O)/C=C/c2ccccc2)C(=O)C1(C)C | 0.18
COc1ccc(Br)cc1S(=O)(=O)N1CCOCC1 | 0.347
O=C(Nc1cccc(-c2csc(Nc3ccc(Cl)cc3)n2)c1)c1ccccc1 | 0.384
COc1ccc(OCC(=O)Nc2ncc3c(n2)CC(C)(C)CC3=O)cc1 | 0.0184
CCSc1nnc(NC(=O)COc2cccc3ccccc23)s1 | -1.36
O=C(O)c1cc(-c2ccco2)nc2ccccc12 | 2.06
CCn1c(SCc2nc3ccccc3c(=O)[nH]2)nnc1-c1ccncc1 | -0.0204

The results go on:
SMILES | Cav32 inh
CC(NCCC(c1ccccc1)c1ccccc1)c1ccccc1 (stereo not given) | -3.85
CS(=O)(=O)N(CC(=O)NC1CCCCC1)c1cccc(Cl)c1 | 0.451
O=C(CN1C(=O)c2ccccc2C1=O)Nc1cccc2cccnc12 | -10.8*
CCS(=O)(=O)N1CCN(C2CCC(C)CC2)CC1 (stereo not given) | 0.746
O=C(CN1C(=O)CCC1=O)Nc1nc(-c2cccs2)cs1 | 0.129
O=C(Nc1ccc(Cl)cc1)N1CCCN(Cc2ccc(F)cc2)C1 | 0.349
Cc1[nH]c2ccccc2c1CN1CCc2ccccc2C1 | 0.297
CC(=O)Cc1nsc(NC(=O)c2ccco2)n1 | -0.0442
O=C(Nc1ccc2c(c1)OCO2)C1CCCCN1S(=O)(=O)c1ccccc1 (stereo not given) | 0.345
COc1cccc2cc(/C(C)=N/Nc3nc(-c4cc(C)ccc4C)cs3)c(=O)oc12 | -0.181
Cc1sc2ncnc(SCC(=O)c3cccs3)c2c1C | 1.27
Cn1c(SCC(=O)Nc2nccs2)nnc1-c1ccco1 | 0.573

Entries listed so far containing fluorine (8):
SMILES | Cav32 inh
OCCOCCn1c(C(CO)Nc2nc(-c3ccc(F)cc3)cs2)nc2ccccc21 (stereo not given) | 0.0214
CN(C)C(=O)c1ccc(-n2nc(C(F)(F)F)c3c2CCCC3)cc1 | 0.832
Cc1ccc2c(SCC(=O)NCc3ccco3)nc(-c3ccc(F)cc3)nc2c1 | 0.0248
O=C(COc1cccc2cccnc12)NCC(F)(F)F | 0.812
O=C(Cn1nnc(-c2ccccc2NC(=O)c2ccccc2F)n1)NCc1ccco1 | 0.00392
CC(=O)Nc1ccc(S(=O)(=O)NC2(C(F)(F)F)NC(=O)N(c3ccc(Cl)cc3)C2=O)cc1 (stereo not given) | 0.0437
Cc1c(NC(=O)c2ccc(F)cc2)c(=O)n(-c2ccccc2)n1C | 0.394
O=C(Nc1ccc(Cl)cc1)N1CCCN(Cc2ccc(F)cc2)C1 | 0.349

Following part.
SMILES | Cav32 inh
COc1ccc(-c2coc3cc(O)ccc3c2=O)cc1OC | 0.373
O=C(NCC1CCCO1)c1c(O)c2ccccc2[nH]c1=O (stereo not given) | -0.0056
CC(=O)N1CCN(c2nc(C)nc3sc4c(c23)CCC(C)C4)CC1 (stereo not given) | 1.09
Cc1ccc(Sc2ncccc2COC(=O)Nc2c(C)cccc2C)cc1 | -5.53*
CN(C)c1ccc(C(c2nnnn2CCOC(=O)Nc2ccc(Cl)cc2)N2CCOCC2)cc1 (stereo not given) | -4.12*
OCC(CO)(CO)N=Cc1c(O)ccc2ccccc12 | 0.431
COc1ccc(CCNc2nc(-c3ccco3)cc(C(F)(F)F)n2)cc1OC | -3.74

A portion of the library, so the mix of outcomes need not match the whole.
